Rtt109 Vps75 = inhibitors of Candida albicans Rtt109/Vps75 histone acetyltransferase | Q5AAJ8 | purified Rtt109/Vps75, ThioGlo CoA-SH fluorescence, 4 h | inhibition, % at 34.9 µM | actives 0.16% (n = 330,000) | AID 540336;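 active = inhibition of at least 50% in every replicate; inconclusive = best replicate reaches 50% inhibition but some replicates fall short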
Target sequence (Q5AAJ8 whole entry, looked up): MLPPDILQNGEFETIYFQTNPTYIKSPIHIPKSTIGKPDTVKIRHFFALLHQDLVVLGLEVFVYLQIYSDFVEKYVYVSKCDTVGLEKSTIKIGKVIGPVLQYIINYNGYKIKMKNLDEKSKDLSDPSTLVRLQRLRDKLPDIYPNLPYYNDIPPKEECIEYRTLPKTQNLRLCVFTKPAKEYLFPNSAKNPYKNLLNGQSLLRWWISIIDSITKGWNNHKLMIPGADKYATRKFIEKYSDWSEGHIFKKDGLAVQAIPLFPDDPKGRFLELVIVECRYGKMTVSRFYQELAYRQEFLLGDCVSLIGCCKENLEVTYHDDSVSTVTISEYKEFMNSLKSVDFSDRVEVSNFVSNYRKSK
SR-BI HDL uptake = inhibitors of mouse SR-BI mediated HDL lipid uptake; Q61009; ldlA[mSR-BI] CHO cells, DiI-HDL uptake fluorescence, 3 h; actives 0.96% (n = 320,000); inhibition, % at 12.5 µM;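 active = mean replicate inhibition of at least 70% and a set share of replicates each scoring 70 or more; inconclusive = meets just one of the two criteria; inactive = fails both criteria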;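 note: 0% = median of neutral control wells and 100% = median of positive control wells; values of inactives mirror those of a sister screen read the other way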
Target sequence (Q61009 whole entry, looked up): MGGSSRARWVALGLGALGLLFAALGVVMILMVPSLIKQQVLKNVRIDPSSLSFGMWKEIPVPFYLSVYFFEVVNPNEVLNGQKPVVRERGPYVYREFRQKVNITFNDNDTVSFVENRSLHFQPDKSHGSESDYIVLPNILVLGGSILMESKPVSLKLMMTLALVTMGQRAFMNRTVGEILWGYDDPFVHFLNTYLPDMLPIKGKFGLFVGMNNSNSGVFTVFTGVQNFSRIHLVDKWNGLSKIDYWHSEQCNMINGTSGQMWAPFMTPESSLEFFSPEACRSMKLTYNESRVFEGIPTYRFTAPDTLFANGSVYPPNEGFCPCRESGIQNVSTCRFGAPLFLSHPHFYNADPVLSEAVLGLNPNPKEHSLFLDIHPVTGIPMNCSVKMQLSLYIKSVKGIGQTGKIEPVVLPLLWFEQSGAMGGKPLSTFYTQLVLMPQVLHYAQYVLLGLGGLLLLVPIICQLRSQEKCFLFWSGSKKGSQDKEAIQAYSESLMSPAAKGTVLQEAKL
dFosB act = mouse delta FosB homodimer activation; P13346; purified delta FosB, TAMRA-CDK5 oligo fluorescence polarization; percent of positive-control signal above neutral wells; activation, % at 25 µM; actives 0.99% (n = 340,000);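 active = mean activation above about 17%, with every replicate also reaching it, limit read from the data, passing the limit was not always enough; inconclusive = only one of the two conditions met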;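 note: fluorescence polarization rise as delta FosB binds a TAMRA Cdk5 AP-1 oligo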
PvdQ acylase = P. aeruginosa PvdQ acylase inhibition; purified PvdQ acylase, fluorescence plate reader; inhibition, % at 10 µM; actives 0.063% (n = 340,000); AID 488965; in the data active = inhibition above about 30%, passing the limit was not always enough; inconclusive = no clear call, values can overlap the other calls;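 note: 0% = vehicle neutral wells and 100% = reference inhibitor wells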
SR-BI uptake up = SR-BI HDL lipid transfer activation; CHO ldlA[mSR-BI] cells, DiI-HDL uptake fluorescence, 3 h; 100 = double the neutral-control signal; activation, % at 12.5 µM; actives 0.096% (n = 320,000); AID 504775;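 active = mean replicate activation of at least 60% and every replicate at or above 60%; inconclusive = mean or all-replicate condition met, but not both; inactive = mean below 60% and not all replicates reaching 60%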;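 note: 0% = median plate neutral-control signal and 100% = twice that signal; values of inactives mirror those of a sister screen read the other way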
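Test system: SR-BI-overexpressing, LDLR-lacking CHO cells; Medium: Ham's F12 with 0.5% BSA, HEPES 25 mM, pH 7.4; Schedule: 3 h, 37 °C; Technique: bottom-read fluorescence, 550/595 nm.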
NSD2 HMT inh = inhibitors of human histone methyltransferase NSD2; actives 0.54% (n = 310,000); NSD2 peptide methylation, AlphaScreen, 120 min; inhibition, % at 12.5 µM; in the data active = inhibition above about 50%
MITF TRPM1 HTS = activators of MITF-driven TRPM1 promoter activity in SK-MEL-5 cells | SK-MEL-5 TRPM1-promoter luciferase, 24 h; % of positive control, neutral wells = 0 | activation, % at 12.5 µM | actives 0.75% (n = 300,000) | AID 588334;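 active = mean activation of at least 80% with every replicate also reaching 80%; inconclusive = mean reaches 80% but some replicate falls short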;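 note: 0% = neutral control wells and 100% = parthenolide positive control wells; values of inactives mirror those of a sister screen read the other way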
CAL PDZ FP-1 = inhibitors of human CAL PDZ peptide binding; Q9HD26; purified CAL PDZ, TMR-peptide fluorescence polarization, 1 h; inhibition, % at 24.9 µM; actives 0.92% (n = 300,000); AID 602252;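 active = mean inhibition of at least 30% with at least half of replicates also reaching 30%; inconclusive = no clear call, values can overlap the other calls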;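 note: 0% = DMSO neutral control and 100% = excess unlabeled competitor peptide PRC23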
PfHsp90 set2 = growth inhibition of yeast expressing Plasmodium Hsp90 | actives 0.32% (n = 310,000) | S. cerevisiae expressing PfHsp90, BacTiter-Glo ATP, 48 h; yeast lacking PDR1 and PDR3 efflux regulators | inhibition, % at 9.4 µM;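 active = every replicate shows inhibition above about 80%, whatever the replicate mean, limit read from the data; inconclusive = mean inhibition reaches the set limit but some replicate falls short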;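 note: 0% = DMSO neutral controls and 100% = 20 µM radicicol positive controls; yeast relying on Plasmodium falciparum Hsp90 in place of its own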
CAL PDZ FP-2 = inhibitors of human CAL PDZ peptide binding; Q9HD26; purified CAL PDZ, TMR-peptide fluorescence polarization, 1 h; inhibition, % at 20 µM; actives 0.02% (n = 330,000); AID 504414;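 active = highest replicate inhibition of at least 40%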;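 note: plate controls were DMSO neutral control wells for no effect and unlabeled competitor peptide control wells for full effect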
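Material: tagged CAL PDZ protein CerCALP, purified; buffer or medium: sodium phosphate/NaCl buffer pH 7.4 with TCEP, IgG, Thesit; also added: fluorescent TMR peptide probe; schedule: 1 h incubation at room temperature before polarization reading; technique: fluorescence polarization from S- and P-plane intensities, G-factor corrected; control set: unlabelled peptide and DMSO controls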
* marks the source's active call; other numbers are inactive results; ? = inconclusive; nt = not tested or not shown.

item | Compound | Rtt109 Vps75 | SR-BI HDL uptake | dFosB act | PvdQ acylase | SR-BI uptake up | NSD2 HMT inh | MITF TRPM1 HTS | CAL PDZ FP-1 | PfHsp90 set2 | CAL PDZ FP-2
1 | Cc1nn(Cc2ccc(F)cc2Cl)c(C)c1[N+](=O)[O-] | 0 | 9 | 0 | 7 | -9 | -1 | 3 | nt | -2 | -1.1
2 | COc1ccc2c(c1)N(C)C(=O)CC(c1ccccc1)=N2 | -12 | 2 | -2 | -12 | -2 | -1 | nt | nt | -4 | -0.5
3 | CC(C)(C)NC(=O)c1cccc(NC(=O)c2cccc(O)c2)c1 | 3 | 30 | -6 | 4 | -30 | -2 | 21 | -3 | -2 | -3.0
4 | C[C@@H]1CN([C@@H](C)CO)C(=O)c2cccc(NS(C)(=O)=O)c2O[C@H]1CN(C)C(=O)Nc1ccc(F)cc1 | -6 | 20 | -5 | -7 | -20 | nt | -1 | -5 | 12 | -1.5
5 | O=C1[C@@H]2Cc3c([nH]c4ccccc34)CN2C(=O)CN1CCO | -2 | -5 | 4 | -16 | 5 | -1 | 11 | -4 | 32 | -3.0
6 | Cc1nc2ccccn2c1C(=O)N=Nc1c(O)n(CCC(C)C)c2ccccc12 | -8 | 18 | -10 | -28 | -18 | -2 | -57 | 4 | -7 | -1.5
7 | N#C/C(=C\c1ccc(F)cc1)C(=O)NC1CCS(=O)(=O)C1 (configuration not stated) | 3 | -2 | -1 | -5 | 2 | 1 | -5 | -5 | -66 | -3.1
8 | O=C(Cn1c(=O)n(CC2CCCO2)c(=O)c2ccccc21)N1CCN(c2ccccc2)CC1 (configuration not stated) | -2 | -10 | 5 | 2 | 10 | -1 | -3 | 1 | -8 | 0.2
9 | Cc1ccc(NCC(=O)N/N=C\c2ccc([N+](=O)[O-])o2)cc1 | nt | -27 | -5 | 1 | 27 | nt | -67 | -3 | -6 | -1.6
10 | CC(=O)c1cccc(NC(=O)CN(C)S(=O)(=O)c2ccccc2)c1 | -5 | 6 | 0 | 3 | -6 | -9 | 24 | 4 | -16 | -21
11 | O=C(NN1C(=O)C2C3C=CC(C4CC34)C2C1=O)c1ccc(Br)cc1 (configuration not stated) | 0 | 4 | -7 | -6 | -4 | 5 | -17 | -4 | 5 | -2.0
12 | CC(C)c1ccc(S(=O)(=O)N2CCN(C(C)C(=O)Nc3ccccc3-c3ccccc3)CC2)cc1 (configuration not stated) | -7 | 11 | -1 | -2 | -11 | -1 | -2 | -7 | -4 | -0.5
13 | CN(c1ccc(OCC(=O)OCC(=O)Nc2ccc(Br)cc2)cc1)S(=O)(=O)c1cccs1 | 4 | 1 | -4 | -12 | -1 | 0 | 6 | -10 | -55 | -4.2
14 | Cc1cc(-c2nn(-c3ccccc3F)cc2CN2CCC(O)CC2)c(C)s1 | 26 | nt | -6 | 9 | nt | 1 | -7 | -3 | -20 | -2.8
15 | CCCC1C(c2ccccc2)C(C#N)(C#N)C2(C#N)CC1(N)NC2=O (configuration not stated) | -2 | -19 | -7 | -24 | 19 | -10 | 3 | -5 | 13 | -1.8
16 | Cc1nnnn1/C(=C\c1ccccc1)C(=O)OCC(=O)N1CC2(C)CC1CC(C)(C)C2 (configuration not stated) | 2 | 16 | -17 | -17 | -16 | 1 | -26 | nt | 3 | -3.7
17 | O=C(NCc1ccco1)c1cc2nc(-c3cccs3)cc(C(F)(F)F)n2n1 | -13 | 66 | -23 | 0 | -66 | -2 | 12 | nt | 4 | -2.7
18 | COC(=O)CSc1nc(C)cc(Oc2ccccc2)n1 | -7 | -14 | -6 | -10 | 14 | nt | 15 | nt | -13 | -0.5
19 | COc1cccc(CNC(=O)C2CCCN(c3nn4c(=O)cc(C)nc4s3)C2)c1OC (configuration not stated) | -11 | 12 | -8 | 1 | -12 | nt | nt | 3 | nt | 0.2
20 | CCN(C(=O)CCC(=O)N(CC)c1ccccc1)c1ccccc1 | -6 | -15 | -8 | -9 | 15 | 0 | 2 | -1 | -9 | -5.1
21 | O=C(Nc1ccccc1C(=O)N1CCOCC1)c1ccc(F)cc1 | 2 | -14 | -5 | 3 | 14 | -2 | -2 | 3 | 7 | -2.4
22 | C=CCOc1ccc(C2C(C(=O)c3ccc(C)o3)=C(O)C(=O)N2Cc2cccnc2)cc1 (configuration not stated) | 10 | -2 | -4 | -7 | 2 | 6 | 3 | -6 | 16 | 0.3
23 | CCOC(=O)CN1C(=O)C(C)(C)Oc2ccc(C(=O)Nc3ccccc3)cc21 | -8 | 50 | -4 | -20 | -50 | -3 | nt | -1 | -19 | -1.1
24 | CCOc1ccc(NC(=O)CSc2ncn[nH]2)cc1 | -1 | -19 | -7 | -32 | 19 | 0 | 4 | -2 | -23 | -3.0
25 | Cc1ccc(C(=O)COC(=O)CNC(=O)CN2C(=O)c3ccccc3C2=O)cc1 | -21 | -38 | 3 | -11 | 38 | -1 | -1 | 0 | 1 | -2.3
26 | CC12CCC(C(=O)NCc3cccnc3)(OC1=O)C2(C)C (configuration not stated) | -7 | -31 | 3 | -2 | 31 | -2 | 0 | -1 | 0 | -1.8
27 | CC(C(=O)OCc1nnc(-c2ccccc2)o1)N1C(=O)C2CCCCC2C1=O (configuration not stated) | 11 | -5 | -4 | -5 | 5 | 0 | 21 | -4 | 10 | -1.6
28 | O=C(NC1CCCCC1)c1cc(S(=O)(=O)N2CCCCC2)ccc1N1CCOCC1 | 2 | -26 | -5 | 0 | 26 | -2 | -1 | 7 | nt | -1.4
29 | Cn1c(CC(=O)Nc2ccccc2)cc2ccccc21 | nt | 19 | -4 | 6 | -19 | -2 | nt | -2 | -11 | 1.8
30 | Cc1cc(C)c(S(=O)(=O)c2ccccc2C)c(SCC(C)C)n1 | 9 | 11 | 4 | 5 | -11 | -3 | -10 | 0 | nt | -0.2

Fetched by compound from the list above:
item | Compound | Rtt109 Vps75 | SR-BI HDL uptake | dFosB act | PvdQ acylase | SR-BI uptake up | NSD2 HMT inh | MITF TRPM1 HTS | CAL PDZ FP-1 | PfHsp90 set2 | CAL PDZ FP-2
17 | O=C(NCc1ccco1)c1cc2nc(-c3cccs3)cc(C(F)(F)F)n2n1 | -13 | 66 | -23 | 0 | -66 | -2 | 12 | nt | 4 | -2.7
10 | CC(=O)c1cccc(NC(=O)CN(C)S(=O)(=O)c2ccccc2)c1 | -5 | 6 | 0 | 3 | -6 | -9 | 24 | 4 | -16 | -21
16 | Cc1nnnn1/C(=C\c1ccccc1)C(=O)OCC(=O)N1CC2(C)CC1CC(C)(C)C2 (configuration not stated) | 2 | 16 | -17 | -17 | -16 | 1 | -26 | nt | 3 | -3.7

(continued)
Screens in order – Rtt109 Vps75	SR-BI HDL uptake	dFosB act	PvdQ acylase	SR-BI uptake up	NSD2 HMT inh	MITF TRPM1 HTS	CAL PDZ FP-1	PfHsp90 set2	CAL PDZ FP-2
31	O=C(NNC(=S)Nc1ccccc1)c1cc(-c2cccnc2)nc2ccccc12
→ 20	-7	-23	-6	7	10	2	3	-26	-1.7
32	Cc1occc1C(=O)NNC(=S)NCc1ccccc1
→ 7	-8	4	3	8	1	-5	-1	0	0.3
33	CCN1CCN(CCC(=O)Nc2cc(OC)ccc2OC)CC1
→ -4	-5	-6	-1	5	-1	nt	-6	0	-1.0
34	CCOc1ccc(N2C(=O)CC(Sc3nc4ccc(OCC)cc4s3)C2=O)cc1 (configuration not stated)
→ 1	-2	-6	-8	2	-3	48	-2	6	-0.7
35	O=C(NCc1ccc(Cl)cc1)c1ccc(Cn2cc(C(F)(F)F)ccc2=O)cc1
→ 8	nt	-1	5	nt	-2	nt	2	13	-0.8
36	CCn1cc(S(=O)(=O)NCc2ccc(OC)cc2)cn1
→ 2	-17	-2	-1	17	1	7	nt	4	-0.8
37	Cn1cc(C(=O)NCC(=O)Nc2ccccc2Br)cn1
→ 5	-51	2	-8	51	0	1	-4	22	-2.0
38	c1cncc(CNCc2ccco2)c1
→ -2	4	10	-10	-4	-3	4	20	-16	-0.9
39	Cc1nc2ccccn2c1C(=O)NNC(=S)Nc1ccc(Cl)cc1
→ -2	10	-6	9	-10	-4	-2	-3	15	-0.8
40	CCN1C(=O)C(=Cc2cccc(OC)c2Oc2ccc([N+](=O)[O-])cc2[N+](=O)[O-])SC1=S
→ 0	75*	-14	-8	-75	2	-89	-3	-16	nt
41	O=C(NCC1CCCN1S(=O)(=O)c1cccs1)c1cccc(Cl)c1 (configuration not stated)
→ 0	-25	9	-6	25	0	-11	nt	-13	-0.5
42	O=C(COc1ccc([N+](=O)[O-])cc1)NNC(=O)Nc1ccc([N+](=O)[O-])cc1
→ 1	-28	?	6	28	11	-8	-4	9	-1.5
43	Cc1ccc(NC(=O)CN2C(=O)NC3(CCCc4ccccc43)C2=O)c(C)c1 (configuration not stated)
→ -50	38	-8	-3	-38	2	4	6	-27	-2.9
44	Cc1ccccc1S(=O)(=O)Oc1ccc2ccc(O)cc2c1
→ 3	8	-8	-7	-8	0	nt	-5	-5	-0.8
45	O=C(O)CCN1CCc2ccccc21
→ -4	-16	1	-13	16	2	nt	-3	nt	nt
46	COc1ccccc1NC(=O)C(C)OC(=O)CSCC(=O)Nc1cc(C)on1 (configuration not stated)
→ -8	3	-1	-11	-3	0	-2	nt	6	-0.5
47	CCc1ccc2oc(=O)cc(CN3CCCCC3C)c2c1 (configuration not stated)
→ 7	33	1	-6	-33	2	nt	0	-16	-3.9
48	CCCNC(=O)COc1ncnc2sccc12
→ 11	-2	-10	-9	2	-7	7	12	2	-1.0

Screening data deposited in PubChem by Broad Institute.
